Screens as filed in PubChem BioAssay.
TLR4 MyD88 comp: blocks binding of human TLR4 to MyD88. inhibition, % at 8.4 µM. HeLa CL3-4 TLR4/MyD88 BLA complementation, FRET ratio. AID 861. 200,000 tested, 0.18% active. O00206+Q99836; in the data active = inhibition above about 25%;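 note: 0% = vehicle and 100% = reference inhibitor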
Target sequence (O00206 whole entry, looked up): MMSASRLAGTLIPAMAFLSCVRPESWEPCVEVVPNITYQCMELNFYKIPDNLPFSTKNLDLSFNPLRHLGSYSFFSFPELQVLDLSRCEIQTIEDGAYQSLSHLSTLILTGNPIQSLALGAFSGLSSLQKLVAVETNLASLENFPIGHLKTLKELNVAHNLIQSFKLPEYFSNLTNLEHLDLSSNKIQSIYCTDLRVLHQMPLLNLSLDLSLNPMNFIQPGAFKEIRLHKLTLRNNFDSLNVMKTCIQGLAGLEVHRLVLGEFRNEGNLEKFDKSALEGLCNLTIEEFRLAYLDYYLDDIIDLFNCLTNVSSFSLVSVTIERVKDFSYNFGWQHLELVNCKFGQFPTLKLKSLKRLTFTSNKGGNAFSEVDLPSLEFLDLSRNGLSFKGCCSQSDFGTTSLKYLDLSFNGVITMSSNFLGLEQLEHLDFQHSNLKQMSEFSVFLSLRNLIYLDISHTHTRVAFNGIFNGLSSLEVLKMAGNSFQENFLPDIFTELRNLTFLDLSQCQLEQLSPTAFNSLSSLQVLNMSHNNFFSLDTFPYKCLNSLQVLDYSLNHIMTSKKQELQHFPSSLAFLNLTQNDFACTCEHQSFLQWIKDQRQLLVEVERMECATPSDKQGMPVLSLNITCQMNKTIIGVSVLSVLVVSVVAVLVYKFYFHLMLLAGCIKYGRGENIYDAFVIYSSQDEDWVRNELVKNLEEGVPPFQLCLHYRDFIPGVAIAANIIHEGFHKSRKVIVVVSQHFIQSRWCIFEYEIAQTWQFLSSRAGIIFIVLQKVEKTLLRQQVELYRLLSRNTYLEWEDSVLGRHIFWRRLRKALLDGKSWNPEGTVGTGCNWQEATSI
Target sequence (Q99836 whole entry, looked up): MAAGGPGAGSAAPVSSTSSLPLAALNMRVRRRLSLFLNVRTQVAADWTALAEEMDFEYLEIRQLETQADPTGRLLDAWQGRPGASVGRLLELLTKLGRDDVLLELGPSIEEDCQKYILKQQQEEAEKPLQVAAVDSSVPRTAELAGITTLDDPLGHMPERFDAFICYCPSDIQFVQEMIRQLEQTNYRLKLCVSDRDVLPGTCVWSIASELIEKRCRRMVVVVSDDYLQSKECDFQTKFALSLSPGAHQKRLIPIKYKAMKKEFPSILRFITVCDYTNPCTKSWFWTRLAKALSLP
Diaphorase act: diaphorase activation or chemical reduction counter-screen. Diaphorase/resazurin coupled assay, resorufin fluorescence, 16 min; stronger effect = higher value; 1 = vehicle wells, 0 = NADH-free wells. activation factor at 20 µM. 190,000 tested, 0.005% active. AID 1229;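 active = diaphorase activity raised at least twofold by the compound at 20 µM; inactive = activation factor below 2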
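Test system: Clostridium kluyveri diaphorase, purified enzyme; input: enzyme 0.07 U/mL final; buffer or medium: 50 mM HEPES pH 7.4 with 4.542 mM MgCl2, 0.005% Tween 20; also added: 0.114 mM NADH and 0.1 mM resazurin, final amounts; schedule: 16 min enzyme reaction, ambient temperature; technique: fluorescence of resorufin, 544 nm excitation, 590 nm emission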
STAT1 activator: increases IFN-gamma driven STAT1 reporter signal. NIH 3T3 STAT1-luciferase reporter, luminescence; 100% = IFN-gamma alone, no compound. activation (% of control), % at 5.5 µM. 200,000 tested, 2.6% active;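 active = activation above the screen-wide mean activation plus 3 SD, cut at about 130% in these data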;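 note: raw ratio to IFN-gamma control signal so 100% means no change and 0% no light; values of inactives mirror those of a sister screen read the other way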
G6PDH counter: counter-screen for G6PDH assay hits: L. mesenteroides G6PDH inhibition. Purified L. mesenteroides G6PDH, diaphorase/resazurin coupled fluorescence, 45 min. inhibition, % at 5 µM. 200,000 tested, 0.12% active; in the data active = inhibition above about 50%
STAT1 blocker: STAT1 signaling inhibition; NIH 3T3 STAT1-luciferase reporter, IFN-gamma, luminescence; inhibition, % at 5.5 µM; 200,000 tested, 0.35% active;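 active = inhibition above a set limit, the mean inhibition across all tested compounds plus 3 SD, cut at about 34% in these data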;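 note: 0% = IFN-gamma with DMSO and 100% = IFN-gamma with 300 µM nifuroxazide; values of inactives mirror those of a sister screen read the other way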
Hsp70 act: transcriptional activators of Hsp70 | HeLa Hsp70 promoter luciferase reporter, luminescence; scaled: vehicle 0, proteasome-inhibitor control 100% | activation, % at 10 µM | 200,000 tested, 0.04% active;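 active = activation above the mean across all tested compounds plus 3 SD, cutoff set per campaign, cut at about 5.5% in these data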;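 note: 100% = MG132 at 30 µM as the positive control and 0% = DMSO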
APP transl inh: APP translation inhibition; SH-SY5Y APP 5'UTR-luciferase reporter, luminescence; inhibition, % at 2 µM; 190,000 tested, 0.82% active; AID 1285;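 active = inhibition above a set limit, derived from the sample mean plus 3 SD, cut at about 45% in these data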; note: values of inactives mirror those of a sister screen read the other way
Diaph inh CS: counter-screen for diaphorase-based assays: diaphorase inhibitors and chemical oxidizers; diaphorase resazurin-to-resorufin fluorescence, NADH, 16 min; bacterial (C. kluyveri) enzyme, not human; inhibition, % at 20 µM; 190,000 tested, 0.69% active; AID 1217;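 active = primary screen inhibition at 20 µM above a set limit, cut at about 50% in these data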;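 note: plate controls were DMSO with full reaction for no effect and wells lacking NADH for full effect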
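Benchmarks: positive control wells lacking NADH, neutral wells with DMSO only. System: bacterial diaphorase enzyme (C. kluyveri). Input: 0.14 U/mL diaphorase, enzyme working solution. Detection: resorufin fluorescence, excitation 544 nm, emission 590 nm. Times: 16-min room-temperature incubation before reading.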
STAT3 activator: increases IL-6 driven STAT3 reporter signal; U3A cells, IL-6 STAT3-luciferase reporter, luminescence; 100% = signal with IL-6 EC80 alone; activation (% of control), % at 5.6 µM; 190,000 tested, 0.91% active; AID 871;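 active = activation above the screen-wide mean of compound activation plus 3 SD, cut at about 130% in these data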;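 note: 0% = background luminescence of wells with medium and substrate only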
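Test system: STAT3-luciferase reporter U3A cells; Detection: reporter luminescence signal; Times: 1 h compound pre-exposure, 6 h IL-6 stimulation, 37 °C; Benchmarks: IL-6-only high control; Also added: IL-6 stimulus at 33 ng/mL final.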
STAT3 inh: inhibitors of IL-6 induced STAT3 signaling. U3A cells, IL-6 STAT3-luciferase reporter, luminescence; host cell line lacks STAT1. inhibition, % at 5.5 µM. 190,000 tested, 0.89% active. AID 862;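 active = inhibition above the mean inhibition across all screened compounds plus 3 SD, cut at about 44% in these data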;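 note: 0% = DMSO only wells and 100% = 100 µM nifuroxazide control wells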
Starred values were filed as active, the others as inactive; · = no result given.

SMILES	TLR4 MyD88 comp	Diaphorase act	STAT1 activator	G6PDH counter	STAT1 blocker	Hsp70 act	APP transl inh	Diaph inh CS	STAT3 activator	STAT3 inh
CCc1cc2c(=O)n(-c3ccc(Br)cc3)cnc2s1	-4	1	137*	1	-44	-0.1	-13	1	95	7
COc1cc(CNCc2ccccc2)c(Br)cc1OC1CCCC1	-4	1	99	2	0	0.0	22	5	104	3
Cc1c(Cl)cccc1NC(=O)CC1NCCNC1=O (configuration not stated)	6	1	102	-1	-2	-0.1	-2	3	100	4
Cc1cc(C)cc(C(=O)NCC(=O)OCC(=O)N(C)c2ccccc2)c1	9	1	92	7	5	0.0	10	0	99	6
C=CCOc1c(CNc2ccc3[nH]c(=O)[nH]c3c2)cccc1OC	5	·	91	11	9	-0.2	18	·	101	5
CC(C)OC(=O)/C(=C\c1ccc2c(c1)c1ccccc1n2C)NC(=O)c1ccccc1	-4	0.9	114	4	-16	-0.3	-6	10	97	7
Cc1cc(C(=O)Nc2c(F)cc(F)cc2Br)no1	-6	0.9	110	-7	-11	0.0	-7	12	102	2
O=C(C1CCCC1)N1CCN=C1SCc1cccc([N+](=O)[O-])c1	-14	1	100	10	-2	-0.2	-22	4	106	2
COc1ccccc1C(=O)NCCCN1CCCC1=O	-11	1.1	101	27	-1	-0.4	-9	-14	103	-4
C=C(C)Cn1c(SCC(=O)O)nnc1-c1ccccc1	1	0.8	100	3	0	0.2	9	18	100	5
O=C(CSc1nc2ccccc2n1CCc1ccccc1)c1ccc(O)c(O)c1	0	0.4	111	14	-14	-0.1	1	63*	97	9
COc1cccc(NC(=O)CCSc2nnc3scc(-c4ccccc4)n23)c1	-10	0.8	92	7	9	-0.3	10	23	78	28
COc1ccc(NC(C(=O)Nc2cccc(C(C)=O)c2)c2ccccc2)cc1 (configuration not stated)	-15	0.8	120	14	-22	-0.1	-10	17	110	-12
C/C(=N\NC(N)=O)c1ccc(-n2ccnc2)cc1	-2	1	97	-8	3	-0.2	16	1	103	3
COc1c(Cl)cnn(-c2ccc(Cl)c(Cl)c2)c1=O	7	1	106	-2	-8	0.0	-5	-4	102	-2
C=CCc1cc(C)ccc1OCC(O)CN1CCN(c2ccccc2)CC1 (configuration not stated)	4	0.9	96	1	5	-0.1	-2	7	102	1
CCC(=O)NCCn1ccc2ccccc21	4	0.9	101	-5	-1	-0.3	4	6	104	4
Cc1ccc(S(=O)(=O)N(CC(=O)NCCSC2CCCCC2)c2ccccc2F)cc1	-12	0.9	101	2	-1	-0.1	1	8	97	10
Cc1ccccc1Nc1ccc(S(=O)(=O)N2CCOCC2)cc1[N+](=O)[O-]	6	0.9	96	14	5	-0.2	10	9	113	-10
COCCn1c(SCC(=O)Nc2ncc(C)s2)nc2sc3c(c2c1=O)CCC3	-6	0.8	102	-5	-2	-0.4	12	16	91	17
CSc1nc(C)cc(OCNC(=O)c2cccs2)n1	-3	0.9	97	-4	4	-0.1	-24	15	103	1
Cc1ccc(C)c(CSc2nnc(C)c(=O)[nH]2)c1	-5	0.9	105	0	-5	0.2	1	14	104	-4
COCC(=O)Nc1ccc(S(=O)(=O)Nc2cc(C)nc(C)n2)cc1	5	0.9	91	2	10	-0.1	-6	15	101	1
Cc1ccc(-n2c(SCC(=O)NCc3ccco3)nc3c([nH]c4ccccc43)c2=O)cc1	-16	1.1	106	11	-8	1.0	-20	-7	·	·
C=C(C)COc1ccc(-c2[nH]ncc2-c2ccc(OC)c(OC)c2)c(O)c1	5	0.8	96	-20	4	0.0	91*	15	81	26

Remaining list, next part:
SMILES	TLR4 MyD88 comp	Diaphorase act	STAT1 activator	G6PDH counter	STAT1 blocker	Hsp70 act	APP transl inh	Diaph inh CS	STAT3 activator	STAT3 inh
CC(=O)OCCCN1C(=O)c2ccc(Br)cc2C1=O	-7	0.9	114	8	-17	-0.2	-4	6	104	2
COC(=O)C1=CN(Cc2ccc(OC)cc2)C=C(C(=O)OC)C1c1ccsc1	-9	0.8	89	23	11	-0.2	10	20	99	6
O=C(CSc1nnc(-c2ccccc2)o1)N1CCc2ccccc2C1	4	0.9	94	-28	3	-0.4	8	8	101	2
CCOC(=O)N1CCc2c(sc(NC(=O)c3ccc(Cl)s3)c2C(N)=O)C1	5	0.6	108	-70	-7	-0.2	-10	44	107	-8
NS(=O)(=O)c1cccc(NC(=S)NC(=O)c2cccc([N+](=O)[O-])c2)c1	2	0.9	102	0	-1	-0.2	7	7	106	-1
COCCCn1c(C)nnc1SCC(=O)NCc1ccco1	1	0.9	91	6	4	-0.3	-11	6	101	3
CCOC(=O)C1=C(C)N(C2CCCCC2)C(=O)C1	3	0.8	107	-1	-8	-0.1	2	18	115	-13
O=C(c1ccccc1SCc1ccccc1)N1CCOCC1	6	1	95	9	4	0.2	-11	3	104	-1
C/C(=N\NC(=O)NC1CCCCC1)c1ccc(OC(F)F)cc1OC(F)F	-8	0.8	102	2	-3	-0.2	-15	22	100	3
Cn1c(Cc2cccs2)n[nH]c1=S	-2	1	102	-1	-2	0.4	-15	1	98	6
CC12CC(NC(=O)N1c1cccc(C(=O)N3CCN(c4ccccc4)CC3)c1)c1ccccc1O2 (configuration not stated)	4	0.9	107	12	-8	-0.5	-10	6	101	2
Cc1c(C(=O)NNC(=S)Nc2cccc(Cl)c2)nnn1-c1ccccc1	-4	0.9	107	-2	-8	-0.3	2	9	100	4
COc1ccc(-c2cc(C(=O)OCC(=O)c3ccc(C)c([N+](=O)[O-])c3)c3ccccc3n2)cc1	-11	0.9	99	-16	2	-0.4	-4	10	100	3
Cc1nnc(NC(=O)c2nn(CC(C)C)c(=O)c3ccccc23)s1	-12	0.9	91	2	8	0.3	-22	8	93	16
OC1CCN(c2ncnc3c2nnn3Cc2c(F)cccc2Cl)CC1	-14	0.9	98	-3	1	0.0	-7	10	100	6
CCn1cc(C(=O)O)c(=O)c2cc(F)c(N3CCN(S(=O)(=O)c4ccc5c(c4)OCCO5)CC3)cc21	3	0.9	106	8	-6	-0.2	-3	7	104	-5
CN(C)c1nnnn1-c1ccc(Cl)cc1Cl	5	1	97	9	3	-0.3	-3	-1	100	8
OC(COC1CCCCC1)CN1CCN(c2ccccc2)CC1 (configuration not stated)	4	1	96	16	5	-0.1	-2	-2	95	10
CCOc1ccc(CN(CCO)CCO)cc1[N+](=O)[O-]	3	0.9	95	-2	6	0.3	-24	8	99	12
CCOC(=O)C1CCCN(S(=O)(=O)c2ccccc2)C1 (configuration not stated)	6	1	97	0	4	-0.5	17	-4	103	0
CS(=O)(=O)c1ccc(Cl)c(NC(=O)COC(=O)c2ccc(F)cc2Cl)c1	0	0.9	105	2	-6	0.3	5	10	107	0
CS(=O)(=O)N1CCN(C/C=C/c2ccccc2)CC1	6	1	99	13	1	-0.7	2	-4	93	14
CC(=O)Nc1ccc(-c2nn[nH]n2)cc1Cl	10	0.9	102	-2	-2	-0.5	-4	15	98	8
O=C(NCCC1=CCCCC1)C1CCN(S(=O)(=O)c2cccs2)CC1	1	0.9	104	1	-4	-0.1	-8	10	107	-5
CCn1c(CNc2ccc(C)cc2)nnc1SCC(=O)NCc1ccccc1	1	0.8	103	-2	-3	0.0	-22	24	97	8

Record cards (already shown). Order of screens: TLR4 MyD88 comp, Diaphorase act, STAT1 activator, G6PDH counter, STAT1 blocker, Hsp70 act, APP transl inh, Diaph inh CS, STAT3 activator, STAT3 inh
OC(COC1CCCCC1)CN1CCN(c2ccccc2)CC1 (configuration not stated) as listed: 4, 1, 96, 16, 5, -0.1, -2, -2, 95, 10
COc1ccc(-c2cc(C(=O)OCC(=O)c3ccc(C)c([N+](=O)[O-])c3)c3ccccc3n2)cc1 as listed: -11, 0.9, 99, -16, 2, -0.4, -4, 10, 100, 3
O=C(CSc1nnc(-c2ccccc2)o1)N1CCc2ccccc2C1 as listed: 4, 0.9, 94, -28, 3, -0.4, 8, 8, 101, 2
Cn1c(Cc2cccs2)n[nH]c1=S as listed: -2, 1, 102, -1, -2, 0.4, -15, 1, 98, 6
OC1CCN(c2ncnc3c2nnn3Cc2c(F)cccc2Cl)CC1 as listed: -14, 0.9, 98, -3, 1, 0.0, -7, 10, 100, 6

(list continues)
SMILES	TLR4 MyD88 comp	Diaphorase act	STAT1 activator	G6PDH counter	STAT1 blocker	Hsp70 act	APP transl inh	Diaph inh CS	STAT3 activator	STAT3 inh
O=C(N/N=C/c1ccccn1)c1ccc([N+](=O)[O-])cc1	-11	0.9	133*	19	-37	-0.3	-16	5	93	10
CCOc1ccc(N2CC(C(=O)OC)CC2=O)cc1 (configuration not stated)	6	0.9	104	-16	-4	-0.1	6	15	98	7
CCN(CC)c1cc(C)c2cc(NC(=O)c3cccs3)ccc2n1	2	1	124	5	-28	0.0	-24	-1	88	16
Cc1ccc2nc(N3CCN(c4cccc(C)c4C)CC3)c3nnnn3c2c1	-6	1	96	-17	4	-0.1	6	2	104	0
Cc1ccc(CNC(=O)CSc2nnnn2C)cc1	-1	0.8	99	4	1	-0.2	-10	20	94	11
CCOC(=O)CC(=O)CSc1nc2c(C)c(C)ccc2cc1C	-8	0.8	96	-2	4	-0.2	-7	15	98	3
O=C(Nc1cccc(C(F)(F)F)c1)c1cccnc1N1CCCC1	7	0.7	97	-10	3	-0.3	6	27	95	10
CCCC(=O)c1cc2cc(Cl)ccc2oc1=O	6	0.9	92	4	8	0.1	3	6	92	13
COc1cccc(C2NC(=S)NC(C)=C2C(=O)c2ccccc2)c1OC (configuration not stated)	-8	0.9	102	15	-4	-0.1	78*	6	124	-28
CCOc1ccc(C(=O)NCC(=O)OCc2c(F)cccc2Cl)cc1OCC	-4	0.8	102	1	-2	-0.3	-5	16	94	10
O=S(=O)(c1ccc(S(=O)(=O)N2CCCC2)cc1)N1CCCCCC1	5	0.9	102	-1	-2	-0.2	0	10	109	-5
CCOC(=O)N1CCN(c2nnnn2-c2ccccc2)CC1	8	0.9	95	-18	6	0.3	3	8	95	11
CCOc1cc(-c2nc(-c3ccc(C)nc3OCC)no2)cc(OCC)c1OCC	-11	0.9	99	-19	-4	0.0	-17	12	104	-2
Cc1cc2nnc(SCC(=O)NCC3CCCO3)n2c2ccccc12 (configuration not stated)	4	0.8	105	2	-6	-0.1	23	24	101	2
O=C(CSc1nnc(Cc2ccccc2)n1-c1ccc(Cl)cc1)N1CCOCC1	0	1	109	-3	-1	-0.2	15	1	99	4
Cc1cc(C(=O)OCC(=O)Nc2ccccc2F)c(C)o1	-2	0.9	103	-4	-3	-0.3	7	11	95	10
CCCc1nnc(NC(=O)c2cccs2)s1	7	1	115	2	-17	-0.1	-12	0	101	0
CC(CCc1ccccc1)NC(=O)c1nnc(Cc2ccc(F)cc2)o1 (configuration not stated)	6	1	92	14	9	-0.3	-11	4	101	-1
